Screening data from PubChem BioAssay.
TLR4-MyD88 BLA: TLR4-MyD88 interaction inhibition in cells | O00206+Q99836 | HeLa CL3-4 TLR4/MyD88 BLA complementation, FRET ratio | inhibition, % at 8.4 µM | 0.18% of 200,000 active; in the data active = inhibition above about 25%;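 note: 0% = vehicle and 100% = reference inhibitor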
Target sequence (O00206 whole entry, looked up): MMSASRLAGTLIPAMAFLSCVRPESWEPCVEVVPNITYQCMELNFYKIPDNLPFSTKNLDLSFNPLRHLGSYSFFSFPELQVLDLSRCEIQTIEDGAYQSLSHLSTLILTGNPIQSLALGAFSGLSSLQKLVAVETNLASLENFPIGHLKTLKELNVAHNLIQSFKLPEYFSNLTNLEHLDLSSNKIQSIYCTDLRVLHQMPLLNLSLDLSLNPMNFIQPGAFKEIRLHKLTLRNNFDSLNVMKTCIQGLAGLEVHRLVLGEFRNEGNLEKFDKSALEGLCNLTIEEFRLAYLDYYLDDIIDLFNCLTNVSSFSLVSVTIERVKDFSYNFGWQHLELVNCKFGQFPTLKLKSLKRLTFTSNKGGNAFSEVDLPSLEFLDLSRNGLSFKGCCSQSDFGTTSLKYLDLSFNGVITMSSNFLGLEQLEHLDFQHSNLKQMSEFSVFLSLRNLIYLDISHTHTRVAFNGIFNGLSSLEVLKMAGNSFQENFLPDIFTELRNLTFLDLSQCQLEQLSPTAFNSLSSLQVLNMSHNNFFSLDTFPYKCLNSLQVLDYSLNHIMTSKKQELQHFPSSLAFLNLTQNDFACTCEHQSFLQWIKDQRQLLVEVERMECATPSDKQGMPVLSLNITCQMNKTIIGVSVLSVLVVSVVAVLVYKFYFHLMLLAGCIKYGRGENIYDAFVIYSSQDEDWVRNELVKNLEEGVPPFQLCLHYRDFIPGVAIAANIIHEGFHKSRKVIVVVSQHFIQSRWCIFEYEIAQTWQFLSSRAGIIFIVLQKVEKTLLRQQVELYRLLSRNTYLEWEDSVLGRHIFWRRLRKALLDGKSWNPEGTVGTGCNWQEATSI
Target sequence (Q99836 whole entry, looked up): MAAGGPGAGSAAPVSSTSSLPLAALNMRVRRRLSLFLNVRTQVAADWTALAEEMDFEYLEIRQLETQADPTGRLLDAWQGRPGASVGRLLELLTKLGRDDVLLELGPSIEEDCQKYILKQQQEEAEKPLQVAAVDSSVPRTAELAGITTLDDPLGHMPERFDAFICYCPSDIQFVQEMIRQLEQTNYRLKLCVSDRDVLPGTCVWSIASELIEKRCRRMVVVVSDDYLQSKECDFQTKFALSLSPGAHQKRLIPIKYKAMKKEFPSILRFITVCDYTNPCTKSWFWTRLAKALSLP
RAM inhibit: yeast RAM network inhibition. S. cerevisiae dse1pr::URA3 reporter, 5-FOA growth OD615, 2 d; analog-sensitive cbk1-as2 kinase mutant strain. 1.8% of 190,000 active. inhibition, % at 50 µM;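 active = inhibition above a set limit, 3 SD over mean compound inhibition, cut at about 8.4% in these data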;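 note: 0% = DMSO-only wells with no growth and 100% = 10 µM 1-NA-PP1 full growth; inhibition rescues growth on 5-FOA so higher OD means more RAM inhibition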
TR-FRET SRC-2 ct: flags TR-FRET format artefacts in PPARgamma SRC-2 recruitment agonist screen | TR-FRET ratio at 8 µM | TR-FRET artefact counter-screen; stronger effect = higher value | 0.4% of 200,000 active | AID 1049; in the data active = TR-FRET ratio above about 2000; note: inactives centre near 1500
S1P3 antagonist: antagonists of human S1P3 receptor | inhibition, % at 4.98 µM | Q99500 | CHO S1P3 NFAT-BLA reporter, FRET fluorescence, antagonist mode | 0.27% of 170,000 active;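 active = inhibition above the plate cutoff, the mean inhibition of test wells on that plate plus 3 SD, cut at about 28% in these data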;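 note: cells challenged with S1P at its EC80 of 0.8 µM; blue over green emission ratio from cleaved BLA substrate after 4 h stimulation; 0% = S1P-stimulated wells and 100% = unstimulated DMSO-only wells; some compounds past the cut are filed as inactive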
ROMK mod: modulates human ROMK potassium channel activity | B-score at 10 µM | 2% of 130,000 active | Tet-inducible ROMK, thallium flux fluorescence; actives lie on both sides | P48048;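 active = signal ratio slope over the read window, or its plate-corrected B-score, at least 3 SD from the plate mean, either direction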;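 note: B-score of the F/F0 ratio slope over 7 to 12 s after thallium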
PPARg SRC2 recr: promotes SRC-2 coactivator recruitment by human PPARgamma. PPARgamma LBD-SRC-2 recruitment, biochemical. activation, % at 8 µM. 0.34% of 200,000 active. AID 1032; in the data active = activation above about 22%;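 note: 0% = vehicle and 100% = reference agonist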
STAT3 blocker: reduces IL-6 driven STAT3 reporter signal | U3A cells, IL-6 STAT3-luciferase reporter, luminescence; host cell line lacks STAT1 | inhibition, % at 5.5 µM | 0.89% of 190,000 active | AID 862;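 active = inhibition above the mean inhibition across all screened compounds plus 3 SD, cut at about 44% in these data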;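 note: 0% = DMSO only wells and 100% = 100 µM nifuroxazide control wells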
PPARg SRC1 recr: promotes SRC-1 coactivator recruitment by human PPARgamma; AID 631; activation, % at 8 µM; P37231; 0.41% of 200,000 active; PPARgamma-SRC-1 coactivator recruitment biochemical assay; in the data active = activation above about 19%;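 note: 0% = DMSO and 100% = reference agonist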
STAT3 activator: increases IL-6 driven STAT3 reporter signal. activation (% of control), % at 5.6 µM. AID 871. 0.91% of 190,000 active. U3A cells, IL-6 STAT3-luciferase reporter, luminescence; 100% = signal with IL-6 EC80 alone;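 active = activation above the screen-wide mean of compound activation plus 3 SD, cut at about 130% in these data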;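 note: 0% = background luminescence of wells with medium and substrate only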
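Material: STAT1-lacking human U3A cells, STAT3 luciferase reporter | Benchmarks: IL-6-only wells as 100% reference | Probe or stimulus: IL-6 (33 ng/mL) | Timing: Compound 1 h, then IL-6 6 h at 37 °C | Detection: Luminescence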
STAT1 blocker: reduces IFN-gamma driven STAT1 reporter signal | NIH 3T3 STAT1-luciferase reporter, luminescence | inhibition, % at 5.5 µM | 0.35% of 200,000 active | AID 920;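 active = inhibition above a set limit, the mean inhibition across all tested compounds plus 3 SD, cut at about 34% in these data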;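 note: 0% = IFN-gamma with DMSO and 100% = IFN-gamma with 300 µM nifuroxazide; values of inactives mirror those of a sister screen read the other way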
PPARg SRC-3 ag: promotes SRC-3 coactivator recruitment by human PPARgamma; biochemical PPARgamma/SRC-3 coactivator recruitment assay; 0.26% of 200,000 active; activation, % at 8 µM; P37231; AID 731; in the data active = activation above about 23%;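 note: 0% = DMSO and 100% = reference agonist; some compounds past the cut are filed as inactive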
An asterisk follows results filed as active.

Sample of the layout, two compounds:
Results for COc1cc(C=O)ccc1OCCOCCOc1cc(C)ccc1Cl ?
TLR4-MyD88 BLA: -3.8; RAM inhibit: -0.1; TR-FRET SRC-2 ct: 1481; PPARg SRC2 recr: -5.0; STAT3 blocker: 0.7; PPARg SRC1 recr: -7.4; STAT3 activator: 109.4; STAT1 blocker: -4.1; PPARg SRC-3 ag: -8.0

How did Cc1ccccc1-n1c(O)c(/C=C/C=Nc2ccccc2)c(=O)[nH]c1=O do in these assays?
TLR4-MyD88 BLA: -4.5; RAM inhibit: 1.1; TR-FRET SRC-2 ct: 1636; S1P3 antagonist: -10.2; PPARg SRC2 recr: 7.8; STAT3 blocker: 1.4; PPARg SRC1 recr: 4.6; STAT3 activator: 101.1; STAT1 blocker: -0.6; PPARg SRC-3 ag: 8.5

Main list, previewed entries included:
Results for COc1cc(C=O)ccc1OCCOCCOc1cc(C)ccc1Cl ?
TLR4-MyD88 BLA: -3.8; RAM inhibit: -0.1; TR-FRET SRC-2 ct: 1481; PPARg SRC2 recr: -5.0; STAT3 blocker: 0.7; PPARg SRC1 recr: -7.4; STAT3 activator: 109.4; STAT1 blocker: -4.1; PPARg SRC-3 ag: -8.0

How did Cc1ccccc1-n1c(O)c(/C=C/C=Nc2ccccc2)c(=O)[nH]c1=O do in these assays?
TLR4-MyD88 BLA: -4.5; RAM inhibit: 1.1; TR-FRET SRC-2 ct: 1636; S1P3 antagonist: -10.2; PPARg SRC2 recr: 7.8; STAT3 blocker: 1.4; PPARg SRC1 recr: 4.6; STAT3 activator: 101.1; STAT1 blocker: -0.6; PPARg SRC-3 ag: 8.5

How did O=[N+]([O-])c1ccc2c(c1)c(-c1ccccc1)nc1nncn12 do in these assays?
TLR4-MyD88 BLA: -9.0; RAM inhibit: 2.6; TR-FRET SRC-2 ct: 1500; S1P3 antagonist: 3.9; ROMK mod: -0.927; PPARg SRC2 recr: 4.5; STAT3 blocker: -12.5; PPARg SRC1 recr: 2.5; STAT3 activator: 111.8; STAT1 blocker: -3.1; PPARg SRC-3 ag: 3.1

How did COc1ccc(C2N=C(c3ccccc3)C(C)(C)N2O)cc1 (stereo not drawn) do in these assays?
TLR4-MyD88 BLA: 5.5; RAM inhibit: -1.6; TR-FRET SRC-2 ct: 1288; ROMK mod: 0.0466; PPARg SRC2 recr: 4.5; STAT3 blocker: 8.6; PPARg SRC1 recr: -3.5; STAT3 activator: 97.4; STAT1 blocker: 0.0; PPARg SRC-3 ag: 0.4

What do the screens show for `O=C(Oc1cccc(N2C(=O)CCC2=O)c1)c1ccccc1`?
TLR4-MyD88 BLA: -7.3; RAM inhibit: 0.4; TR-FRET SRC-2 ct: 1464; ROMK mod: -0.183; PPARg SRC2 recr: 0.3; STAT3 blocker: 0.8; PPARg SRC1 recr: -5.7; STAT3 activator: 102.8; STAT1 blocker: -4.7; PPARg SRC-3 ag: 7.9

What do the screens show for `COc1cc(OC)cc(C(=O)NCC(=O)OCC(=O)N2CC(C)CC(C)C2)c1` (stereo not drawn)?
TLR4-MyD88 BLA: -2.8; RAM inhibit: 0.9; TR-FRET SRC-2 ct: 1601; S1P3 antagonist: 6.7; ROMK mod: 0.952; PPARg SRC2 recr: 2.7; STAT3 blocker: -2.7; PPARg SRC1 recr: 0.4; STAT3 activator: 106.7; STAT1 blocker: 7.7; PPARg SRC-3 ag: 1.8

What do the screens show for `O=C(c1ccco1)N1CCN=C1SCc1cccc(Cl)c1`?
TLR4-MyD88 BLA: 0.3; RAM inhibit: -0.2; TR-FRET SRC-2 ct: 1732; S1P3 antagonist: -3.2; PPARg SRC2 recr: -3.8; STAT3 blocker: 21.6; PPARg SRC1 recr: 6.2; STAT3 activator: 88.7; STAT1 blocker: -3.2; PPARg SRC-3 ag: 5.8

How did c1nnn(C23CC4CC(CC(C4)C2)C3)n1 do in these assays?
TLR4-MyD88 BLA: 11.2; RAM inhibit: 2.1; TR-FRET SRC-2 ct: 1545; S1P3 antagonist: 2.8; PPARg SRC2 recr: 1.0; STAT3 blocker: 10.9; PPARg SRC1 recr: 9.5; STAT3 activator: 94.9; STAT1 blocker: -5.6; PPARg SRC-3 ag: 0.4

What do the screens show for `CC1=NNC(=O)C1CCC(=O)N/N=C/c1ccc(Cl)cc1` (stereo not drawn)?
TLR4-MyD88 BLA: 10.8; RAM inhibit: 0.1; TR-FRET SRC-2 ct: 1648; S1P3 antagonist: -2.6; ROMK mod: 0.43; PPARg SRC2 recr: 0.6; STAT3 blocker: -2.7; PPARg SRC1 recr: 3.7; STAT3 activator: 104.3; STAT1 blocker: -5.4; PPARg SRC-3 ag: 2.2

Results for O=C(c1ccc(CN2CCOCC2)cc1)N1CCN(c2ccccc2F)CC1 ?
TLR4-MyD88 BLA: -1.3; RAM inhibit: 1.1; TR-FRET SRC-2 ct: 1467; ROMK mod: 0.926; PPARg SRC2 recr: 0.8; STAT3 blocker: 0.3; PPARg SRC1 recr: 2.5; STAT3 activator: 100.8; STAT1 blocker: -1.6; PPARg SRC-3 ag: 2.0

How did CC(C)(C)C(=O)NC(=S)N1CCCC1 do in these assays?
TLR4-MyD88 BLA: -0.7; RAM inhibit: 0.5; TR-FRET SRC-2 ct: 1557; S1P3 antagonist: -0.3; ROMK mod: -0.15; PPARg SRC2 recr: 2.6; STAT3 blocker: 5.5; PPARg SRC1 recr: -3.0; STAT3 activator: 97.7; STAT1 blocker: -1.6; PPARg SRC-3 ag: 3.5

How did Cc1ccc2nc(NNC(=O)c3ccc(S(=O)(=O)N4CCc5ccccc5C4)cc3)sc2c1 do in these assays?
TLR4-MyD88 BLA: 7.0; RAM inhibit: 3.7; TR-FRET SRC-2 ct: 1483; S1P3 antagonist: 10.8; ROMK mod: 0.12; PPARg SRC2 recr: -2.0; STAT3 blocker: -4.1; PPARg SRC1 recr: 0.0; STAT3 activator: 103.4; STAT1 blocker: -14.5; PPARg SRC-3 ag: -0.8

What do the screens show for `O=C(N/N=C\C=C\c1ccc2c(c1)OCO2)C1COc2ccccc2O1` (stereo not drawn)?
TLR4-MyD88 BLA: 9.0; RAM inhibit: -0.6; TR-FRET SRC-2 ct: 1622; S1P3 antagonist: 3.0; ROMK mod: -1.27; PPARg SRC2 recr: 11.2; STAT3 blocker: 18.0; PPARg SRC1 recr: -0.6; STAT3 activator: 84.3; STAT1 blocker: 0.7; PPARg SRC-3 ag: -1.2

Results for CC(C)(C)c1ccc(CSc2nnc(-c3ccccc3NC(=O)c3ccccc3)o2)cc1 ?
TLR4-MyD88 BLA: -9.5; RAM inhibit: 6.5; TR-FRET SRC-2 ct: 1536; S1P3 antagonist: 2.1; ROMK mod: -0.684; PPARg SRC2 recr: 3.1; STAT3 blocker: -11.9; PPARg SRC1 recr: 2.4; STAT3 activator: 107.8; STAT1 blocker: 3.8; PPARg SRC-3 ag: -1.1

How did O=C(COC(=O)c1ccccc1Br)NCCN1C(=O)CSC1=O do in these assays?
TLR4-MyD88 BLA: 9.2; RAM inhibit: 1.0; TR-FRET SRC-2 ct: 1548; S1P3 antagonist: 2.0; ROMK mod: 0.036; PPARg SRC2 recr: -2.9; STAT3 blocker: 9.5; PPARg SRC1 recr: 5.7; STAT3 activator: 94.1; STAT1 blocker: -13.2; PPARg SRC-3 ag: 3.0

How did Cc1noc(N)c1C1(O)C(=O)N(C(C)C)c2ccccc21 (stereo not drawn) do in these assays?
TLR4-MyD88 BLA: 11.7; RAM inhibit: -1.1; TR-FRET SRC-2 ct: 1509; S1P3 antagonist: 2.3; ROMK mod: -0.0296; PPARg SRC2 recr: 9.9; STAT3 blocker: 4.1; PPARg SRC1 recr: -3.5; STAT3 activator: 97.9; STAT1 blocker: 10.5; PPARg SRC-3 ag: -1.0

Results for COc1cc(OC)cc(C(=O)Nn2cc(C(=O)Nc3ccc(F)cc3F)c3ccccc3c2=O)c1 ?
TLR4-MyD88 BLA: -11.2; RAM inhibit: 5.6; TR-FRET SRC-2 ct: 1690; S1P3 antagonist: 2.7; ROMK mod: -0.344; PPARg SRC2 recr: 12.2; STAT3 blocker: -19.7; PPARg SRC1 recr: 4.1; STAT3 activator: 113.5; STAT1 blocker: 1.0; PPARg SRC-3 ag: 9.8

Results for COC(=O)c1ccccc1NC(=O)C1CCN(S(C)(=O)=O)CC1 ?
TLR4-MyD88 BLA: 2.7; RAM inhibit: 0.4; TR-FRET SRC-2 ct: 1500; S1P3 antagonist: -4.3; ROMK mod: 0.523; PPARg SRC2 recr: 2.4; STAT3 blocker: -3.8; PPARg SRC1 recr: -4.9; STAT3 activator: 106.3; STAT1 blocker: -2.5; PPARg SRC-3 ag: -6.0

Results for CCOc1ccc(C(C)=O)cc1CN1C(=O)NC2(CCCCCCC2)C1=O ?
TLR4-MyD88 BLA: -1.9; RAM inhibit: -1.5; TR-FRET SRC-2 ct: 1475; S1P3 antagonist: -13.5; ROMK mod: -1.78; PPARg SRC2 recr: -5.0; STAT3 blocker: 2.9; PPARg SRC1 recr: -0.3; STAT3 activator: 99.0; STAT1 blocker: -4.4; PPARg SRC-3 ag: -1.4

What do the screens show for `CCOc1ccc(N2CCCn3c2nc2c3c(=O)n(CCc3ccccc3)c(=O)n2C)cc1`?
TLR4-MyD88 BLA: -12.5; RAM inhibit: 3.6; TR-FRET SRC-2 ct: 1453; S1P3 antagonist: 1.4; ROMK mod: -0.0418; PPARg SRC2 recr: -1.5; STAT3 blocker: 7.6; PPARg SRC1 recr: 2.8; STAT3 activator: 97.8; STAT1 blocker: -0.5; PPARg SRC-3 ag: 3.8

How did Cc1cccc(NC(=S)NC2CC3CCCC(C2)N3Cc2cccs2)c1C (stereo not drawn) do in these assays?
TLR4-MyD88 BLA: -3.1; RAM inhibit: 1.7; TR-FRET SRC-2 ct: 1638; PPARg SRC2 recr: 7.7; STAT3 blocker: 9.2; PPARg SRC1 recr: 3.5; STAT3 activator: 96.5; STAT1 blocker: 12.3; PPARg SRC-3 ag: 3.1

What do the screens show for `CCOC(=O)c1c(C)nn(Cc2ccccc2)c1N`?
TLR4-MyD88 BLA: -2.7; RAM inhibit: 0.5; TR-FRET SRC-2 ct: 1564; S1P3 antagonist: -19.3; PPARg SRC2 recr: 2.6; STAT3 blocker: 2.5; PPARg SRC1 recr: 0.2; STAT3 activator: 102.0; STAT1 blocker: -3.6; PPARg SRC-3 ag: -2.7

What do the screens show for `Cc1cc(=O)n2c(ccc3ccccc32)c1C#N`?
TLR4-MyD88 BLA: 0.5; RAM inhibit: 3.0; TR-FRET SRC-2 ct: 1762; ROMK mod: -0.0323; PPARg SRC2 recr: 1.3; STAT3 blocker: 11.5; PPARg SRC1 recr: 6.6; STAT3 activator: 93.9; STAT1 blocker: -3.0; PPARg SRC-3 ag: 4.0

Results for COc1ccccc1CNC(=O)CN1C(=O)C(C)N(c2ccc(C)cc2)C1=O (stereo not drawn) ?
TLR4-MyD88 BLA: 2.0; RAM inhibit: 0.9; TR-FRET SRC-2 ct: 1555; S1P3 antagonist: -1.4; ROMK mod: -0.882; PPARg SRC2 recr: -6.5; STAT3 blocker: -6.1; PPARg SRC1 recr: -2.5; STAT3 activator: 109.3; STAT1 blocker: -7.2; PPARg SRC-3 ag: 14.6
